GPR7 antag = human neuropeptides B/W receptor 1 antagonism; inhibition, % at 4.4 µM; actives 1.1% (n = 290,000); GPR7-expressing cells, fluorescence antagonist assay; P48145; in the data active means inhibition above about 16%, passing the limit was not always enough;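 further: cells stimulated with the agonist NPW; 0% = agonist with vehicle and 100% = vehicle without agonist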
Target sequence (P48145 whole entry, looked up): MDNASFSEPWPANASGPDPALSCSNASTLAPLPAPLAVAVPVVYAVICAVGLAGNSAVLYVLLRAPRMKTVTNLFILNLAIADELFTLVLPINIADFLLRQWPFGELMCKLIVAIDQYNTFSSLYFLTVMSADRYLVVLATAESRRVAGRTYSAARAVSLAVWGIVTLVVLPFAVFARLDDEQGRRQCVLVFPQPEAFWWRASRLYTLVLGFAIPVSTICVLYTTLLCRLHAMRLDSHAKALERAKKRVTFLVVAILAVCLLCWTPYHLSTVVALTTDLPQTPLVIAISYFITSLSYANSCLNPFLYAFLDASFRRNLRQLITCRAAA
NALP1 yeast inh = NALP1 inhibition; S. cerevisiae NALP1/ASC/caspase-1 growth, X-gal OD620, 72 h; inhibition, % at 10 µM; actives 0.61% (n = 280,000); AID 2071; in the data active means inhibition mostly above about 24%, no sharp cut-off; inactive means mostly below about 32%; further: some compounds called inactive have numbers as strong as hits
M18AAP inhibitor = blocks P. falciparum M18 aspartyl aminopeptidase; inhibition, % at 7.35 µM; AID 1822; actives 1.2% (n = 290,000); recombinant PfM18AAP, H-Glu-NHMec fluorogenic cleavage;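 active means inhibition above the campaign mean inhibition over all tested compounds plus 3 SD, cut at about 28% in these data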;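 further: 0% = plate median of test compound wells and 100% = 2 mM ZnCl2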
MEKK2wt PB1 HTS = raises or lowers MEK5 binding to wildtype human MEKK2 PB1 domain | actives 1.1% (n = 290,000) | binding response (% of control), % at 10 µM | bead flow cytometry, Alexa488-MEK5 binding to MEKK2 WT; actives lie on both sides; in the data active means binding response below about 67% or above about 130%
MEKK2 mut-MEK5 = signal of MEK5 binding to mutant human MEKK2 PB1 domain; percent response, % at 10 µM; bead flow cytometry, Alexa488-MEK5 binding to MEKK2 mutant; actives 0.35% (n = 290,000); in the data active means percent response above about 24%, passing the limit was not always enough; further: inactives centre near 1; some results filed as inactive read as strong as hits
GalR3 antag = blocks the human galanin receptor 3 | HEK293 GalR3-CNG cAMP membrane potential fluorescence; galR3 body fused to GalR1 C-terminus | AID 651719 | inhibition, % at 3 µM | actives 0.44% (n = 360,000);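 active means inhibition above the screen-wide average plus 3 SD, cut at about 13% in these data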;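 further: forskolin and galanin both at EC90 stimulate the cells; cAMP rise reported by CNG channel membrane potential dye signal; 0% = forskolin plus galanin with DMSO and 100% = forskolin alone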
Target sequence (O60755 1-299 limits assumed): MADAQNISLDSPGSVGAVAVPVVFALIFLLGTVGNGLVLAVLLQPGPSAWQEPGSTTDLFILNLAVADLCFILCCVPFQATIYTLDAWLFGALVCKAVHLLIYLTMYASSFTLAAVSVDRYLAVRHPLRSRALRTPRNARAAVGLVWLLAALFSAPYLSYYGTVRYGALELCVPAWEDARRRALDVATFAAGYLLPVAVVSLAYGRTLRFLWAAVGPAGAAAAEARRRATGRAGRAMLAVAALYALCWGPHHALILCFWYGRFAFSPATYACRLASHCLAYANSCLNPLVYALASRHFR
OXTR agonist = agonists of human oxytocin receptor. P30559. CHO-OTR cells, Fluo-8 calcium fluorescence; normalized: DMSO 0%, oxytocin 100%. activation, % at 3 µM. actives 0.32% (n = 320,000);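 active means activation above the mean of all tested compounds plus 3 SD, cutoff set per screening run, cut at about 20% in these data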;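 further: peak over basal fluorescence ratio from a 100 s FLIPR kinetic read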
OXTR potentiate = human OXTR potentiation. CHO-OTR cells, Fluo-8 calcium fluorescence, potentiator mode; 0% = oxytocin EC15, 100% = EC100. activation, % at 3 µM. actives 0.061% (n = 320,000);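 active means activation above that plate's cutoff, the mean activation of tested compounds plus 3 SD, cut at about 6.6% in these data, passing the limit was not always enough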;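 further: 100% uses oxytocin at 75 nM as the full agonist control; some results filed as inactive read as strong as hits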
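assay system = CHO-OTR cells, human receptor | schedule = compound 6 min at room temperature before oxytocin, 100 s read | detection = Fluo-8 intracellular calcium fluorescence, ex 470-495, em 515-575 nm | evaluation = normalized max/min fluorescence ratio, % activation | control set = EC15 oxytocin alone as 0%, 75 nM oxytocin (EC100) as 100%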
V1aR counter = V1a receptor agonism, counter-screen for OXTR agonists; P37288; CHO-V1R cells, Fluo-8 calcium fluorescence, agonist mode; 0% DMSO, 100% 3 nM vasopressin; activation, % at 3 µM; actives 0.25% (n = 320,000); AID 2797;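 active means activation above the mean activation of all tested compounds plus 3 SD, per screening run, cut at about 20% in these data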;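 further: signal is peak over basal fluorescence ratio across a 100 second FLIPR read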
Target sequence (P37288 whole entry, looked up): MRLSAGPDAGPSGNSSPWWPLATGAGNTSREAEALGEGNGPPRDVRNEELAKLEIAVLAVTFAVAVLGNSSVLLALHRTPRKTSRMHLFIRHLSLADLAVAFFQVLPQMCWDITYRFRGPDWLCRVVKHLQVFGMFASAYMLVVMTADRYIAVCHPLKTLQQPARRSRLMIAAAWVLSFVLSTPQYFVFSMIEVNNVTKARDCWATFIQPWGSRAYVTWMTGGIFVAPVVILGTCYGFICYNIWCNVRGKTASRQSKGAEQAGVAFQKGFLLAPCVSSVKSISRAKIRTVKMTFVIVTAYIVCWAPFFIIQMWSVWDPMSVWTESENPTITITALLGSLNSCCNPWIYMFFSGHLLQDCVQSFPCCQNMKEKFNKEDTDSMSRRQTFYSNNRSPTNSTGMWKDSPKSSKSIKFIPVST
Starred values were filed as active, the others as inactive. No enrichment for hits; about 4.1% have a hit in one of these screens.

Screening CC1CCCN(c2ccc([N+](=O)[O-])s2)C1 (configuration not stated) returned GPR7 antag 0, NALP1 yeast inh 7, M18AAP inhibitor 2, MEKK2wt PB1 HTS 101, MEKK2 mut-MEK5 1 and GalR3 antag -2.
Screening CCC1(c2ccc(F)cc2)NC(=O)N(CC(=O)Nc2ccc(-c3nc4ccc(C)cc4s3)cc2)C1=O (configuration not stated) returned GPR7 antag 3, NALP1 yeast inh 28, M18AAP inhibitor -5, MEKK2wt PB1 HTS 97, MEKK2 mut-MEK5 -3, GalR3 antag 1, OXTR agonist 3.0, OXTR potentiate -7 and V1aR counter 2.4.
For CCOc1cc(/C=C\c2nc(O)c([N+](=O)[O-])c(=O)[nH]2)ccc1OC(C)C the results were GPR7 antag 10, NALP1 yeast inh 16, M18AAP inhibitor -10, MEKK2wt PB1 HTS 103, MEKK2 mut-MEK5 2, GalR3 antag -8, OXTR agonist 0.9, OXTR potentiate -3 and V1aR counter 0.7.
Screening C/C(CCc1ccc2c(c1)OCO2)=N\N=C(/N)SC1CC(=O)N(c2ccccc2F)C1=O (configuration not stated) returned GPR7 antag -9, NALP1 yeast inh -20, M18AAP inhibitor 9, MEKK2wt PB1 HTS 100, MEKK2 mut-MEK5 9, GalR3 antag 2, OXTR agonist -0.8, OXTR potentiate -13 and V1aR counter 0.6.
For COc1ccc(CSc2nc(N3CCOCC3)c3c(c2C#N)CC(C)(C)OC3)cc1 the results were GPR7 antag -8, NALP1 yeast inh -88, M18AAP inhibitor 1, MEKK2wt PB1 HTS 104, MEKK2 mut-MEK5 2, GalR3 antag -9, OXTR agonist -0.7, OXTR potentiate -10 and V1aR counter -0.2.
Screening COc1cccc(NC(=S)NNC(=O)C(C)n2nc(C)c([N+](=O)[O-])c2C)c1 (configuration not stated) returned GPR7 antag -5, NALP1 yeast inh -3, M18AAP inhibitor 17, MEKK2wt PB1 HTS 103, MEKK2 mut-MEK5 -2, GalR3 antag -4, OXTR agonist -0.6, OXTR potentiate -6 and V1aR counter -0.3.
For COc1ccc(CCC(=O)NCCOc2ccc(Cl)cc2)cc1 the results were GPR7 antag -1, NALP1 yeast inh 15, M18AAP inhibitor 5, MEKK2wt PB1 HTS 107, MEKK2 mut-MEK5 4, GalR3 antag -1, OXTR agonist 0.9, OXTR potentiate 2 and V1aR counter 0.4.
C=CCNC(=O)C(=O)c1c(-c2ccccc2)[nH]c2ccccc12 was read as GPR7 antag -7, NALP1 yeast inh 32, M18AAP inhibitor -3, MEKK2wt PB1 HTS 108, MEKK2 mut-MEK5 14, OXTR agonist -1.8, OXTR potentiate -3 and V1aR counter -0.4.
`O=C(CSc1nnc(Cn2c(=O)sc3ccccc32)n1CCc1ccccc1)N1CCCC1` gave GPR7 antag 2, NALP1 yeast inh 16, M18AAP inhibitor -5, GalR3 antag -3, OXTR agonist 0.0, OXTR potentiate 0 and V1aR counter -0.3.
Cc1cccc(-c2nnc(SCC#N)n2C)c1 was read as GPR7 antag -10, NALP1 yeast inh 15, M18AAP inhibitor -11, MEKK2wt PB1 HTS 107, MEKK2 mut-MEK5 3, GalR3 antag -2, OXTR agonist -0.5, OXTR potentiate -5 and V1aR counter -0.5.
For CC1Sc2ccc(C(=O)Nc3ccccc3OC(F)F)cc2NC1=O (configuration not stated) the results were GalR3 antag -2, OXTR agonist 1.2, OXTR potentiate -2 and V1aR counter 0.0.
`CCCn1c(=O)c2c(nc3n2CC(C)CN3Cc2ccccc2)n(C)c1=O` (configuration not stated) gave GPR7 antag -11, NALP1 yeast inh -4, M18AAP inhibitor 0, MEKK2wt PB1 HTS 102, MEKK2 mut-MEK5 4, GalR3 antag 2, OXTR agonist -1.3, OXTR potentiate -3 and V1aR counter -0.2.

Next section, overlapping the part above by 2 compounds.
For CC1Sc2ccc(C(=O)Nc3ccccc3OC(F)F)cc2NC1=O (configuration not stated) the results were GalR3 antag -2, OXTR agonist 1.2, OXTR potentiate -2 and V1aR counter 0.0.
`CCCn1c(=O)c2c(nc3n2CC(C)CN3Cc2ccccc2)n(C)c1=O` (configuration not stated) gave GPR7 antag -11, NALP1 yeast inh -4, M18AAP inhibitor 0, MEKK2wt PB1 HTS 102, MEKK2 mut-MEK5 4, GalR3 antag 2, OXTR agonist -1.3, OXTR potentiate -3 and V1aR counter -0.2.
For O=C(Nc1ccccc1)Nc1cccc2ccccc12 the results were GPR7 antag 37*, NALP1 yeast inh 19, M18AAP inhibitor -17, MEKK2wt PB1 HTS 73, MEKK2 mut-MEK5 -11, GalR3 antag -6, OXTR agonist -0.2, OXTR potentiate 11 and V1aR counter 0.8.
`COc1ccccc1NC(=O)N1CCCC1C(=O)NCc1ccccc1F` (configuration not stated) gave GPR7 antag 6, NALP1 yeast inh -3, M18AAP inhibitor -3, MEKK2wt PB1 HTS 101, MEKK2 mut-MEK5 1, GalR3 antag -6, OXTR agonist 1.8, OXTR potentiate -5 and V1aR counter 0.1.
Screening Cc1[nH]c2ccccc2c1C(=O)CSC(=S)N1CCCCC1 returned GPR7 antag -11, NALP1 yeast inh 30, M18AAP inhibitor 9, MEKK2wt PB1 HTS 96, MEKK2 mut-MEK5 -1, GalR3 antag -2, OXTR agonist 0.4, OXTR potentiate -7 and V1aR counter 0.4.
Screening NC(=O)c1ccc(-n2nnnc2Oc2ccc(Br)cc2)cc1 returned GPR7 antag 4, NALP1 yeast inh 12, M18AAP inhibitor 4, MEKK2wt PB1 HTS 93, MEKK2 mut-MEK5 -2, GalR3 antag -6, OXTR agonist -1.5, OXTR potentiate -12 and V1aR counter 0.6.
COc1ccc(C(=O)N2CCN(Cc3ccc4c(c3)OCO4)CC2)cc1OC was read as GPR7 antag -5, NALP1 yeast inh 20, M18AAP inhibitor 0, MEKK2wt PB1 HTS 109, MEKK2 mut-MEK5 12, GalR3 antag -2, OXTR agonist -0.5, OXTR potentiate 3 and V1aR counter 0.7.
`CCOC(=O)CC1C(=O)NCCN1C(=O)c1ccc(F)cc1F` (configuration not stated) gave GPR7 antag -4, NALP1 yeast inh 30, M18AAP inhibitor -28, MEKK2wt PB1 HTS 104, MEKK2 mut-MEK5 6, GalR3 antag 0, OXTR agonist 0.3, OXTR potentiate 1 and V1aR counter 1.3.
For COc1ccc(S(=O)(=O)N(CC(=O)NCCSc2ccccn2)c2ccccc2)cc1 the results were GPR7 antag -23, NALP1 yeast inh 11, M18AAP inhibitor -7, MEKK2wt PB1 HTS 99, MEKK2 mut-MEK5 2, GalR3 antag -9, OXTR agonist 4.6, OXTR potentiate -14 and V1aR counter 6.8.
For Cc1cccc(NC(=O)[C@H](Cc2ccccc2)NC(=O)OCc2ccccc2)c1 the results were GPR7 antag -16, NALP1 yeast inh 23, M18AAP inhibitor 2, MEKK2wt PB1 HTS 102, MEKK2 mut-MEK5 -1, GalR3 antag -4, OXTR agonist -0.3, OXTR potentiate -6 and V1aR counter -0.4.
`Cc1ccc2nc(-c3ccncc3)cc(C(=O)Nc3ccc4c(c3)OCCO4)c2c1` gave GPR7 antag -16, NALP1 yeast inh 2, M18AAP inhibitor -3, MEKK2wt PB1 HTS 96, MEKK2 mut-MEK5 -3, GalR3 antag 4, OXTR agonist -2.3, OXTR potentiate -18 and V1aR counter 0.4.
Screening Cn1c(=O)c2c(ncn2CC(=O)N/N=C/C=C\c2ccccc2[N+](=O)[O-])n(C)c1=O returned GPR7 antag -3, NALP1 yeast inh -11, M18AAP inhibitor 0, MEKK2wt PB1 HTS 102, MEKK2 mut-MEK5 1, OXTR agonist 0.9, OXTR potentiate -1 and V1aR counter 0.8.
For CC1CCCC(C)N1CCCNC(=O)c1nn(C)c2c1CSc1ccccc1-2 (configuration not stated) the results were GPR7 antag 3, NALP1 yeast inh 18, M18AAP inhibitor -2, MEKK2wt PB1 HTS 107, MEKK2 mut-MEK5 8, GalR3 antag -12, OXTR agonist -0.3, OXTR potentiate -4 and V1aR counter -0.2.
Screening O=C(COC(=O)c1nsc(Cl)c1Cl)NC1CCCC1 returned GPR7 antag 9, NALP1 yeast inh 2, M18AAP inhibitor 2, MEKK2wt PB1 HTS 101, MEKK2 mut-MEK5 2, GalR3 antag -7, OXTR agonist -0.8, OXTR potentiate -12 and V1aR counter 0.2.

Arranged by molecular weight (highest first): 3 of the compounds above
For COc1ccc(S(=O)(=O)N(CC(=O)NCCSc2ccccn2)c2ccccc2)cc1 the results were GPR7 antag -23, NALP1 yeast inh 11, M18AAP inhibitor -7, MEKK2wt PB1 HTS 99, MEKK2 mut-MEK5 2, GalR3 antag -9, OXTR agonist 4.6, OXTR potentiate -14 and V1aR counter 6.8.
For CCOc1cc(/C=C\c2nc(O)c([N+](=O)[O-])c(=O)[nH]2)ccc1OC(C)C the results were GPR7 antag 10, NALP1 yeast inh 16, M18AAP inhibitor -10, MEKK2wt PB1 HTS 103, MEKK2 mut-MEK5 2, GalR3 antag -8, OXTR agonist 0.9, OXTR potentiate -3 and V1aR counter 0.7.
`CCOC(=O)CC1C(=O)NCCN1C(=O)c1ccc(F)cc1F` (configuration not stated) gave GPR7 antag -4, NALP1 yeast inh 30, M18AAP inhibitor -28, MEKK2wt PB1 HTS 104, MEKK2 mut-MEK5 6, GalR3 antag 0, OXTR agonist 0.3, OXTR potentiate 1 and V1aR counter 1.3.

Going on with the list:
`O=C(CCCc1ccccc1)NCc1ccccc1` gave GPR7 antag 2, NALP1 yeast inh 15, M18AAP inhibitor -9, MEKK2wt PB1 HTS 78, MEKK2 mut-MEK5 -12, GalR3 antag -4, OXTR agonist -1.7, OXTR potentiate -7 and V1aR counter -0.6.
Screening O=c1cc(CO)oc(CN2CCN(Cc3ccccc3)CC2)c1O returned GPR7 antag -2, NALP1 yeast inh -25, M18AAP inhibitor 10, MEKK2wt PB1 HTS 135*, MEKK2 mut-MEK5 14, GalR3 antag -1, OXTR agonist 2.4, OXTR potentiate -2 and V1aR counter 0.5.
`CCCCC(=O)Nc1ccc(NC(=O)c2cccs2)cn1` gave GPR7 antag -5, M18AAP inhibitor 6, MEKK2wt PB1 HTS 106, MEKK2 mut-MEK5 2, GalR3 antag 3, OXTR agonist -0.6, OXTR potentiate -4 and V1aR counter 1.2.
For COc1ccc(NC(=O)c2oc3ccc(S(=O)(=O)N4CCOCC4)cc3c2C)cc1 the results were GPR7 antag -10, NALP1 yeast inh -14, M18AAP inhibitor 4, MEKK2wt PB1 HTS 102, MEKK2 mut-MEK5 4, GalR3 antag 3, OXTR agonist 1.6, OXTR potentiate -8 and V1aR counter 4.1.
`C=C(C)CSc1nnc(CCCCCNC(=O)OC(C)(C)C)o1` gave GPR7 antag -9, M18AAP inhibitor 2, MEKK2wt PB1 HTS 102, MEKK2 mut-MEK5 5, GalR3 antag -1, OXTR agonist 2.4, OXTR potentiate -12 and V1aR counter 6.0.
C/C(O)=c1/cnc2nc3ccccc3n2c1=O was read as GPR7 antag -2, NALP1 yeast inh -6, M18AAP inhibitor 2, MEKK2wt PB1 HTS 99, MEKK2 mut-MEK5 -2, GalR3 antag 1, OXTR agonist -1.9, OXTR potentiate 2 and V1aR counter -0.9.
Screening COCCn1c(SCC(=O)Nc2ccc(C(N)=O)cc2)nc2c([nH]c3ccccc32)c1=O returned GPR7 antag 1, NALP1 yeast inh 13, M18AAP inhibitor -13, MEKK2wt PB1 HTS 104, MEKK2 mut-MEK5 4, GalR3 antag -1, OXTR agonist 1.2, OXTR potentiate -7 and V1aR counter 0.7.
